FadD28 binding: M. tuberculosis FadD28 bisubstrate binding inhibition; FadD28 bisubstrate probe binding, fluorescence polarization; actives 0.22% (n = 360,000); AID 588549; inhibition, % at 12.5 µM; in the data active = inhibition above about 8.5%, passing the limit was not always enough; inconclusive = no clear call, values can overlap the other calls
GDH-TPI inh: inhibits GDH-TPI coupling enzymes, artifact for Mtb FBA screen; GDH-TPI coupled enzyme counterscreen, NADH absorbance; inhibition, % at 4.8 µM; actives 1.2% (n = 360,000);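 note: 0% = DMSO wells and 100% = wells lacking the enzyme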
BoNT-F LC inh: inhibitors of Botulinum neurotoxin F light chain protease | Multiplex microsphere protease cleavage assay, flow cytometry | inhibition, % at 10 µM | actives 0.22% (n = 360,000) | AID 588497; in the data active = inhibition above about 35%, passing the limit was not always enough; inconclusive = no clear call, values can overlap the other calls; note: plate controls were buffer without enzyme for full effect and enzyme alone for no effect
Mtb FBA inh: inhibitors of M. tuberculosis fructose-bisphosphate aldolase | P9WQA3 | purified M. tuberculosis FBA, fluorescence read-out | inhibition, % at 1 µM | actives 2.3% (n = 360,000); in the data active = inhibition above about 27%;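 note: 0% = vehicle and 100% = reference inhibitor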
Target sequence (P9WQA3 whole entry, looked up): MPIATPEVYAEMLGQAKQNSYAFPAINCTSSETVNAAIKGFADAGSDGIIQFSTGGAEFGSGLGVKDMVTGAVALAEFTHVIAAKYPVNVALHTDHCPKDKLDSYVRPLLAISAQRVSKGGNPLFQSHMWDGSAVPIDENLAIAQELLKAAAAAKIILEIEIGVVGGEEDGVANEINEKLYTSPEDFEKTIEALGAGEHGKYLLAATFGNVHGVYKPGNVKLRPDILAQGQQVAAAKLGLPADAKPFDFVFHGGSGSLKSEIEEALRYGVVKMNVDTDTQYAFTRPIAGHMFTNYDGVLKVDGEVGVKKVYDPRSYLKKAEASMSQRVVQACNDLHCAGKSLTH
BoNT-A LC inh2: inhibitors of Botulinum neurotoxin A light chain protease; multiplex microsphere protease substrate cleavage, flow cytometry; inhibition, % at 10 µM; actives 0.17% (n = 360,000); in the data active = inhibition above about 30%; inconclusive = no clear call, values can overlap the other calls; note: plate controls were buffer without enzyme for full effect and enzyme alone for no effect
Mtb UGM inh: Mtb UDP-galactopyranose mutase inhibition; inhibition, % at 10 µM; purified UGM, fluorescence polarization probe displacement; P9WIQ1; actives 0.06% (n = 320,000); in the data active = inhibition above about 10%, passing the limit was not always enough; inconclusive = no clear call, values can overlap the other calls
Target sequence (P9WIQ1 whole entry, looked up): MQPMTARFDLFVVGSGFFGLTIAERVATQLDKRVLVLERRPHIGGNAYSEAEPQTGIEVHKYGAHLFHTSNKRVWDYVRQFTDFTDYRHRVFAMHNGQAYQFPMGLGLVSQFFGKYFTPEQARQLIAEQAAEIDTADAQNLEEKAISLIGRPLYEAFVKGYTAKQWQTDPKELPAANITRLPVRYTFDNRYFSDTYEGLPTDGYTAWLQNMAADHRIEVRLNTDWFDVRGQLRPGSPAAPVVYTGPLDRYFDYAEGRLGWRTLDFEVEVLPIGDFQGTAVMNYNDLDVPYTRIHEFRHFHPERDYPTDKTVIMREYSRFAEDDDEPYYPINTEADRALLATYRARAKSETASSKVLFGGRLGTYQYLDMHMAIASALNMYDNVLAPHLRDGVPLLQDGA
PrPC TRFRET: cell surface PrPC inhibition, primary TR-FRET screen; actives 0.43% (n = 370,000); inhibition, % at 13.8 µM; P04156; TR-FRET read-out; in the data active = inhibition above about 24%; note: 0% = median of the test wells and 100% = reference compound wells
CCHFV vOTU inh: CCHFV vOTU protease inhibition. Pep-AMC fluorescence. inhibition, % at 11.5 µM. actives 0.55% (n = 370,000); note: 0% = vehicle wells with enzyme and 100% = no enzyme wells
BioA inh: BioA (M. tuberculosis) enzyme inhibition; actives 0.096% (n = 360,000); purified M. tuberculosis BioA enzyme, plate reader; inhibition, % at 9.99 µM; in the data active = inhibition above about 40%; inconclusive = no clear call, values can overlap the other calls
Active calls of the source: *; ? = inconclusive; . = no result given. Cut-off read from the data, not from the text of the source, unless noted: active = inhibition above about 30%; inactive = the rest.

SMILES	FadD28 binding	GDH-TPI inh	BoNT-F LC inh	Mtb FBA inh	BoNT-A LC inh2	Mtb UGM inh	PrPC TRFRET	CCHFV vOTU inh	BioA inh
CS(=O)(=O)N(CC(=O)N1CCCCC1)c1cccc(F)c1	-2.1	5	0	0	0.3	1.2	8	-5	.
COC(=O)c1ccc(C(=O)NCCCCO)cc1	-1.9	7	-5	-1	0.3	-0.3	-2	-12	.
CC(N)c1csc(Nc2ccc(C(=O)NCCCO)cn2)n1 (stereo not drawn)	-3.5	17	-6	-3	0.0	.	6	5	-0.7
Cc1nc2c(-c3ccccc3)c(C)nn2c(C)c1CC(=O)O	-1.0	10	-18	-2	1.0	-2.2	-5	2	-1.6
N#CCC(=O)N1CCN(C(c2ccccc2)c2ccccc2)CC1	-4.7	-5	-11	1	-7.0	0.4	5	4	1.7
O=c1c2oc3nc4c(cc3c2ncn1CCCc1ccccc1)CCCC4	-1.6	3	-2	3	-0.4	-2.2	5	-5	.
O=C(Nc1ccc(Cl)c(Cl)c1)N1CC=CCC1	-2.0	6	-4	-1	0.2	1.7	13	-2	0.7
CCSC1=NC(C)(C)C=C(C)N1	0.0	7	-15	7	-0.6	-1.5	1	13	-2.6
O=C(c1ccc(OC2CCN(CCc3ccccc3)CC2)cc1)N1CCC(CO)CC1	0.5	12	-1	9	0.9	-1.3	-12	20	-5.0
O=C(NC1CC1)C1=C[C@H](c2ccc3c(c2)OCO3)C[C@H](OCc2ccc(CO)cc2)O1	-1.1	-1	0	2	-0.3	1.4	12	-8	-0.4
O=[N+]([O-])c1ccc(N2CCCCCC2)c2nonc12	?	9	115*	-8	53*	2.1	-46	14	-47
CCCc1[nH]c2ccc(C#N)cc2c1CCC	-3.6	6	4	0	0.1	-1.2	5	16	0.8
Cc1cc([N+](=O)[O-])nn1CCCC(=O)Nc1cc(Oc2ccccc2)cc([N+](=O)[O-])c1	-19	6	-4	-4	0.2	-2.6	7	8	.
Cc1ccccc1OCCCCn1c(CO)nc2ccccc21	-0.2	1	-9	0	-1.0	1.0	0	-3	-0.9
NC(=O)CN1CCN(c2cccc(Cl)c2)CC1	0.1	8	2	0	-0.7	-0.6	9	-14	-12
CCN(c1ccccc1)S(=O)(=O)c1ccc(C(=O)NC2CCN(Cc3ccccc3)CC2)cc1	-6.0	-5	-16	-1	-0.9	1.0	.	.	.
COc1ccc(C(=O)NCCN2CCN(C(=O)c3ccc(OC)cc3)CC2)cc1	-4.1	-5	-8	0	-2.7	-0.9	-9	-7	1.3
Cc1ccc2nc(C3CCN(S(=O)(=O)c4ccc5ccccc5c4)CC3)[nH]c2c1	3.8	1	-2	-1	-0.3	-1.1	6	-6	2.5
COc1ccc(N(CC(=O)Nc2ccc3c(c2)OCO3)S(=O)(=O)c2ccccc2)cc1	-1.4	-3	5	0	-0.3	-1.3	8	4	2.0
COc1ccc(C(=O)CSc2nnc(CN3CCCCC3)n2-c2ccc(F)cc2)cc1OC	-11	7	-28	0	-0.5	1.7	5	-11	.

Five records drawn at random from the list so far, as already listed:
SMILES	FadD28 binding	GDH-TPI inh	BoNT-F LC inh	Mtb FBA inh	BoNT-A LC inh2	Mtb UGM inh	PrPC TRFRET	CCHFV vOTU inh	BioA inh
O=C(c1ccc(OC2CCN(CCc3ccccc3)CC2)cc1)N1CCC(CO)CC1	0.5	12	-1	9	0.9	-1.3	-12	20	-5.0
O=C(Nc1ccc(Cl)c(Cl)c1)N1CC=CCC1	-2.0	6	-4	-1	0.2	1.7	13	-2	0.7
O=C(NC1CC1)C1=C[C@H](c2ccc3c(c2)OCO3)C[C@H](OCc2ccc(CO)cc2)O1	-1.1	-1	0	2	-0.3	1.4	12	-8	-0.4
O=[N+]([O-])c1ccc(N2CCCCCC2)c2nonc12	?	9	115*	-8	53*	2.1	-46	14	-47
NC(=O)CN1CCN(c2cccc(Cl)c2)CC1	0.1	8	2	0	-0.7	-0.6	9	-14	-12

Later entries
SMILES	FadD28 binding	GDH-TPI inh	BoNT-F LC inh	Mtb FBA inh	BoNT-A LC inh2	Mtb UGM inh	PrPC TRFRET	CCHFV vOTU inh	BioA inh
CCOc1ccc(OCCCC(=O)Nc2cc(Cl)ccc2-n2cncn2)cc1	-0.1	3	4	-1	-0.2	-0.4	8	-6	0.3
N#CC(=Cc1ccnc2ccccc12)c1ccccc1	2.9	21	0	17	-0.1	.	1	-12	-2.2
CC(C)CNC(=O)c1cccc(NC(=O)COc2cccc([N+](=O)[O-])c2)c1	-5.2	-2	1	2	0.4	-1.3	-4	6	.
CC(O)CNc1cnccn1 (stereo not drawn)	-1.8	10	-1	21	-0.1	-0.6	-3	-19	-4.5
Cc1ccc2nc(-c3ccncc3)cc(C(=O)NCc3ccccc3F)c2c1	-1.5	9	-5	24	1.5	-4.2	-2	-9	-2.1
O=C(NC(C(=O)O)c1ccccc1)c1ccc(S(=O)(=O)N2CCOCC2)cc1 (stereo not drawn)	-4.5	-2	-7	1	-0.4	-0.4	-2	-2	0.0
CCOn1c(=O)c(C)[n+]([O-])c2ccccc21	0.5	11	5	5	0.3	2.5	-20	2	-2.6
COc1ccc(NC(=O)CSc2nnc3ccc(-c4cccnc4)nn23)c(OC)c1	-3.4	5	.	2	.	0.7	-17	-1	0.3
Cc1ccc(S(=O)(=O)NCCC(=O)NC2CCCCCC2)cc1	-1.2	1	10	5	3.8	.	5	-1	-3.1
CC(CC(=O)Nc1ccc2c(c1)c(=O)n(C)n2Cc1ccc(Cl)cc1)C(F)(F)F (stereo not drawn)	0.2	11	-1	143*	-0.4	.	1	-74	0.0
CCc1c(C)nc2c(OC)cccc2c1SCCC(=O)O	-0.2	9	-2	4	-1.0	0.9	5	-18	.
C/C(=N\NC(=O)Nc1ccccc1)c1ccc2ccccc2c1	-0.3	9	-2	9	0.2	0.3	-7	3	-1.5
COc1ccccc1Nc1nc(N)nc(CN2CCN(Cc3ccc4c(c3)OCO4)CC2)n1	0.2	5	?	1	-1.0	0.5	-11	-11	-0.1
O=C(CCC(=O)N1CCOCC1)c1ccc(F)cc1	-3.6	-8	0	-3	-0.3	-2.4	-5	8	.
OC(c1ccccc1)c1nc2ccccc2[nH]1 (stereo not drawn)	-0.1	-1	-20	0	-1.8	-0.4	-4	10	2.1
CC(=O)Oc1cccc(N2C(=O)C3C4C=CC(CC4)C3C2=O)c1 (stereo not drawn)	-1.2	8	19	-1	0.0	0.5	6	-13	-1.5
COc1ccc2cc(OC)c(C(=O)N3CCOCC3)cc2c1	-3.3	-8	2	36*	0.0	-1.5	-9	-28	.
Cc1cc(F)ccc1S(=O)(=O)N(CC(=O)N1CCOCC1)CC(=O)N1CCOCC1	-0.3	13	-9	2	-1.0	2.6	1	-15	-2.2
NS(=O)(=O)c1ccc(NC(=O)CCCCC(=O)Nc2ccc(S(N)(=O)=O)cc2)cc1	1.1	-2	-5	4	-1.4	-0.3	10	9	-1.0
CSCC[C@H](NC(=O)Cc1c(C)c2cc3c4c(oc3cc2oc1=O)CCCC4)C(=O)O	0.0	1	4	11	-3.0	1.2	-5	-6	-3.5

Part of the list above in order of formula weight, ascending:
SMILES	FadD28 binding	GDH-TPI inh	BoNT-F LC inh	Mtb FBA inh	BoNT-A LC inh2	Mtb UGM inh	PrPC TRFRET	CCHFV vOTU inh	BioA inh
N#CC(=Cc1ccnc2ccccc12)c1ccccc1	2.9	21	0	17	-0.1	.	1	-12	-2.2
CCc1c(C)nc2c(OC)cccc2c1SCCC(=O)O	-0.2	9	-2	4	-1.0	0.9	5	-18	.
CCOc1ccc(OCCCC(=O)Nc2cc(Cl)ccc2-n2cncn2)cc1	-0.1	3	4	-1	-0.2	-0.4	8	-6	0.3
CC(CC(=O)Nc1ccc2c(c1)c(=O)n(C)n2Cc1ccc(Cl)cc1)C(F)(F)F (stereo not drawn)	0.2	11	-1	143*	-0.4	.	1	-74	0.0
Cc1cc(F)ccc1S(=O)(=O)N(CC(=O)N1CCOCC1)CC(=O)N1CCOCC1	-0.3	13	-9	2	-1.0	2.6	1	-15	-2.2
CSCC[C@H](NC(=O)Cc1c(C)c2cc3c4c(oc3cc2oc1=O)CCCC4)C(=O)O	0.0	1	4	11	-3.0	1.2	-5	-6	-3.5
NS(=O)(=O)c1ccc(NC(=O)CCCCC(=O)Nc2ccc(S(N)(=O)=O)cc2)cc1	1.1	-2	-5	4	-1.4	-0.3	10	9	-1.0

More entries.
SMILES	FadD28 binding	GDH-TPI inh	BoNT-F LC inh	Mtb FBA inh	BoNT-A LC inh2	Mtb UGM inh	PrPC TRFRET	CCHFV vOTU inh	BioA inh
Cc1ccc(S(C)(=O)=O)cc1C(=O)OCC(=O)N(Cc1ccccc1)Cc1ccccc1	-7.7	6	-16	-1	-1.4	-2.3	7	13	-2.1
CCCCN(C)C(=O)c1cc2c(Cl)nc3ccccc3c2s1	-3.2	1	-19	0	-5.9	-3.2	5	4	2.8
CN1C(=O)[C@H]2[C@@H](c3ccc(C(F)(F)F)cc3)N[C@]3(CCCN(CC4CCCCC4)C3=O)[C@H]2C1=O	-3.3	-9	-3	-3	-0.4	.	1	15	1.4
CCN(CC)CCNC(=O)c1ccc(NC(=O)/C=C/c2cc(OC)c(OC)c(OC)c2)cc1	-4.8	36*	-7	4	-0.9	-0.5	-10	-2	1.3
Cc1nnc(SCC(=O)Nc2nsc(-c3ccc(Cl)cc3)n2)s1	0.4	5	6	2	1.2	-4.9	-2	17	-0.1
COc1ccc(OC)c(CCNC(=O)c2ccc(CS(=O)(=O)c3ccc(Br)cc3)o2)c1	-3.1	2	0	2	0.5	-2.0	3	-12	-0.1
CCO[C@H]1OC(C(=O)N2CCCCCCC2)=C[C@@H](C)[C@@H]1CCCO	-1.0	-1	2	2	0.3	2.4	0	-7	-0.2
Cc1cc(-n2c(C)cc(C(=O)CSc3nncn3C)c2C)no1	-3.3	1	-4	-2	-0.2	1.7	-3	-5	1.8
O=C1CC(Sc2nnc(-c3ccccc3)o2)C(=O)N1c1ccccc1 (stereo not drawn)	-0.5	13	-5	7	0.1	-1.2	6	-14	3.5
CC1CC(C)(C)CC2(C1)NC(=O)N(CC(=O)OCC(=O)Nc1cc(S(=O)(=O)N3CCCCC3)ccc1Cl)C2=O (stereo not drawn)	-3.4	3	2	0	-0.1	.	8	-8	0.3
COCCn1c(SCc2nc(N)nc(Nc3ccccc3C)n2)nc2ccccc2c1=O	-0.6	-1	-5	1	-0.4	0.6	.	.	.
COc1cccc(OC)c1C(=O)N1CCN(Cc2ccc3c(c2)OCO3)CC1	-2.7	-2	14	-1	1.3	0.3	0	5	-0.6
N#Cc1ccc(C(c2nnnn2Cc2ccccc2)N2CCCC2)cc1 (stereo not drawn)	-1.8	0	3	2	-0.4	-0.7	2	-11	.
O=C(COc1cc(Cl)c(Cl)cc1Cl)Nc1ccncc1	-1.1	11	-3	-3	-0.7	0.9	11	11	-1.5
CCC1S/C(=N/N=C/c2ccco2)N(Cc2ccc(F)cc2)C1=O (stereo not drawn)	-1.6	34*	.	-1	.	1.7	-2	0	-1.3
O=C(Nc1ccc2c(c1)OCO2)c1ccc(CN2CCOCC2)cc1	-3.9	0	-13	0	-0.3	0.3	3	-4	0.0

Source: PubChem (several laboratories)

Rows were taken by chance; overall some 4.8% were active at least once.
